mIDH1 inhibitor: human IDH1 R132H inhibition; O75874; IDH1-R132H enzyme, NADPH consumption, diaphorase/resazurin fluorescence; Potency, µM (top dose mostly 76.6 µM), for inactives: top-dose activity change, negative = inhibition, actives largely listed as inhibitors; hit rate 0.093% among 390,000; AID 602179; further: potency means the concentration at half of the fitted maximal effect; on the % scale 0 is the no-effect control and ±100 the full control effect; nearly all actives have a fitted effect of over 65% in size
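IDH1-R132H (0.5 ug/mL dispensed) in pH 7.5 Tris buffer was preincubated 30 min with compound, then given a substrate mix of 0.016 mM NADPH and 2 mM alpha-KG for 80 min at room temperature; remaining NADPH was read by diaphorase/resazurin fluorescence.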
TrxR1 substrate: rat thioredoxin reductase 1 substrate activity; O89049; purified TrxR1 substrate turnover, NADPH consumption readout; Potency, µM (titrated, usually from 114 µM), for the others: top-dose activity change, negative = substrate turnover; hit rate 0.01% among 390,000; further: potency means the concentration at half of the fitted maximal effect; on the % scale 0 is the no-effect control and ±100 the full control effect; nearly all actives have a fitted effect of over 50% in size
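Rat TrxR1, dispensed at 90 nM, was prereduced with 400 uM NADPH (final) for 5 min at ~22 deg C, then incubated with compound 15 min before 400 uM selenite. A first-read NADPH fluorescence drop versus no-compound background flagged substrates.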
HP1b binding inh: HP1-beta chromodomain-methylated histone interaction inhibition; P83916; AlphaScreen HP1-beta / biotin-H3K9me3 peptide binding; Potency, µM (series often up to 114 µM), inactives show at the highest dose activity change, negative = inhibition, most hits filed as inhibitors; hit rate 0.56% among 390,000; AID 540317; further: potency means the concentration at half of the fitted maximal effect; nearly all actives have a fitted effect of over 70% in size; inactives centre near 23
Target sequence (P83916 whole entry, looked up): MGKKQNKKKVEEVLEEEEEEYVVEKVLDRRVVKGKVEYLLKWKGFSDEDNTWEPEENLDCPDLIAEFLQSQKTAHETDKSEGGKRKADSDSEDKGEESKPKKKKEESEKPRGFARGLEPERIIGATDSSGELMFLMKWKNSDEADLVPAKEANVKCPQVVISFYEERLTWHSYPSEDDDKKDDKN
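AlphaScreen: HP1-beta (50 nM) preformed 30 min with biotin-H3(1-18)K9me3 peptide (50 nM) in PBS pH 7.4, 0.01% Tween-20. Compound added for 30 min at RT, then streptavidin donor/nickel chelate acceptor beads (10 ug/mL) for 30 min.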
rTrxR1 inhibitor: blocks rat thioredoxin reductase 1; O89049; recombinant rTrxR1, NADPH fluorescence consumption, selenite substrate; Potency, µM (doses to about 114 µM), for the others: top-dose activity change, negative = inhibition, hits mostly inhibitors; hit rate 1% among 390,000; AID 588453; further: potency means the concentration at half of the fitted maximal effect; on the % scale 0 is the no-effect control and ±100 the full control effect; nearly all actives have a fitted effect of over 65% in size
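Rat TrxR1 (90 nM in the dispensed reagent) was pre-reduced with 400 uM NADPH for 5 min at room temperature, then incubated with compound for 15 min. After 400 uM selenite was added, NADPH fluorescence (Ex 340/Em 450 nm) was followed for 8 min.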
Pin1 inh: inhibitors of human Pin1; Potency, µM (series often up to 115 µM), for inactives: at the highest dose activity, negative = inhibition, usual class: inhibitors; Pin1 FP peptide displacement, HiFluor488, 10 min; hit rate 0.009% among 390,000; Q13526; active means well fitted inhibition curve with a large enough effect in the polarisation, with a control signal flat, not every such curve was filed as active; inconclusive means small, poorly fitted or top-dose-only effect, or effect the other way, or a change in a side signal; inactive means no such curve, though single readings can be large or run the other way; the % refers to the polarisation; further: potency means the concentration at half of the fitted maximal effect; on the % scale 0 is the no-effect control and ±100 the full control effect
Target sequence (Q13526 whole entry, looked up): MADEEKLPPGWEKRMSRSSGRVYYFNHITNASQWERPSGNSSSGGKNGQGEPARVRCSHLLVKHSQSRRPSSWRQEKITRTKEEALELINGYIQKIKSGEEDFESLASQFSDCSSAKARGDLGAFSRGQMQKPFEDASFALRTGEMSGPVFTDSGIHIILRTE
PGK inhibitor: blocks T. brucei phosphoglycerate kinase; P07378; PGK/GAPDH coupled, Kinase-Glo luminescence, 60 min; Potency, µM (highest dose often 57.5 µM), for inactives: at the top dose activity change, negative = inhibition, hits mostly inhibitors; hit rate 0.043% among 380,000; AID 602233; further: potency means the concentration at half of the fitted maximal effect; on the % scale 0 is the no-effect control and ±100 the full control effect; nearly all actives have a fitted effect of over 60% in size
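Recombinant glycosomal PGK reaction used 1,3-bisphosphoglycerate generated in-well by GAPDH (100nM final) in 100mM TEA pH 7.6, 5mM MgCl2, 0.01% Tween-20. After 60 minutes at room temperature, ATP was read by Kinase-Glo Plus luminescence end-point.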
GLS inhibitor: glutaminase GLS (human) inhibition; GLS enzymatic activity, qHTS titration; Potency, µM (titrated, usually from 45.5 µM), without a hit: top-dose activity change, negative = inhibition, hits mostly inhibitors; hit rate 0.21% among 410,000; AID 624170; further: potency means the concentration at half of the fitted maximal effect; on the % scale 0 is the no-effect control and ±100 the full control effect
Target sequence (O94925 whole entry, looked up): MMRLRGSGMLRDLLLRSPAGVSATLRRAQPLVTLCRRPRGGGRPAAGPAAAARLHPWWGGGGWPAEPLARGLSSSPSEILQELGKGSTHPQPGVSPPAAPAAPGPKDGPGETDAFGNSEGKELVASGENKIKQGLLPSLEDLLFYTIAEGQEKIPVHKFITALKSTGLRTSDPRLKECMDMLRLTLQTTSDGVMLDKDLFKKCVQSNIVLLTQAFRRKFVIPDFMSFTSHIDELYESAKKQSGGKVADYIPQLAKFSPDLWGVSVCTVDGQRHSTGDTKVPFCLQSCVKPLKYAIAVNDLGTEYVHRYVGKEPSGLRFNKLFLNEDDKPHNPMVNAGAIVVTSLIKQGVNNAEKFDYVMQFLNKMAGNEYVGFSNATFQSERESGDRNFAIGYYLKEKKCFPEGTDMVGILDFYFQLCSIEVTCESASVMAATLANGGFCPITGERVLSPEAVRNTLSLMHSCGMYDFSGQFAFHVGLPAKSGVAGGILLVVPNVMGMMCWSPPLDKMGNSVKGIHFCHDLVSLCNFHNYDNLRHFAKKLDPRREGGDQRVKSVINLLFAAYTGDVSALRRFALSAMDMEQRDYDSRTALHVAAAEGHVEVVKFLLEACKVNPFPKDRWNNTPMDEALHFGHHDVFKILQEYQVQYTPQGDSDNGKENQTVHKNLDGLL
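Coupled fluorescence readout: glutamate oxidase/HRP/Amplex Red detect glutamate formed by hKGA from L-glutamine (1 mM solution added). Buffer 45 mM KH2PO4 pH 8.2, 0.02% Tween-20; reads at t0 and 30 min RT.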
PI4K2A inh: blocks human PI4K2A kinase activity | Q9BTU6 | activity change, negative = inhibition, % at 76.9 µM | AID 1346378 | hit rate 0.13% among 420,000 | purified PI4K2A, ADP-Glo luminescence, 1 h; stronger effect = lower value; in the data active means activity change below about -50%; inconclusive means mostly about -30% to -49%;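 further: -100% = wells without enzyme as full effect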
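PI4K2A activity was measured by ADP-Glo luminescence: enzyme (4 ug/mL stock) and phosphatidylinositol (1.2 mM stock) in Tris pH 7.5/MgCl2/EGTA/Triton X-100 buffer were reacted with ATP (300 microM stock) for one hour at ambient temperature.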
USP1-UAF1 inh: USP1/UAF1 (human) deubiquitinase inhibition. hit rate 0.23% among 390,000. O94782. recombinant USP1/UAF1, Ub-Rhodamine cleavage fluorescence. AID 743255. Potency, µM (series often up to 57.1 µM), inactives show top-dose activity change, negative = inhibition, hits mostly inhibitors; further: potency means the concentration at half of the fitted maximal effect; on the % scale 0 is the no-effect control and ±100 the full control effect; nearly all actives have a fitted effect of over 60% in size; inactives centre near -12
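USP1/UAF1 complex (1 nM) preincubated 15 min at room temperature with compound, then Ub-Rho substrate (150 nM final) added. Kinetic fluorescence at 480/540 nm over 6 reads at 60 s intervals; 50 mM HEPES pH 7.8, 0.5 mM EDTA, 0.1 mg/ml BSA, 1 mM TCEP, 0.01% Tween-20.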
* = called active by the depositor; i = inactive; ? = inconclusive; / = no result given; [ ] = dose if it differs, or a comment. Unless noted, the call rests on the fitted dose curve; in most records, active means well fitted curve in the direction sought with a large enough effect; inconclusive means small, poorly fitted or top-dose-only effect, or another doubt; inactive means no such curve, though single readings can be large; an effect the other way counts as inactive or inconclusive. These rows are one share of the data; the hit share may differ from the screen's.

SMILES | mIDH1 inhibitor | TrxR1 substrate | HP1b binding inh | rTrxR1 inhibitor | Pin1 inh | PGK inhibitor | GLS inhibitor | PI4K2A inh | USP1-UAF1 inh
CC(NCC#Cc1ccccc1)C(O)c1ccccc1 (stereo not drawn) | 7% | -8%[57.1 µM] | 37%[activator] | -1%[57.1 µM] | 2% | i | 4% | 2 | -13%
CN[C@@H]1C[C@@H](c2ccc(Cl)c(Cl)c2)c2ccccc21 | / | 5%[57.1 µM] | / | 3%[57.1 µM] | / | / | -1% | 4 | /
O=C1c2ccccc2C(=O)N1SC1CCCCC1 | 0% | -25%[57.1 µM] | -8% | 7%[57.1 µM] | 1% | i | ? | 15 | ?
Cc1ccc(-c2nn3c(=O)cc(CN4CCN(C(=O)COc5ccc(C)c(C)c5)CC4)nc3s2)cc1 | 1% | 2%[57.1 µM] | 17%[57 µM] | 7%[57.1 µM] | -2% | -8% | 1% | -5 | -9%
CC[n+]1c(/C=C/N(C)c2ccccc2)sc2ccc(Cl)cc21 | 3% | 2%[57.1 µM] | 2% | -11% | 1% | -5% | -2% | -4 | 0%
COC(=O)C1=C(c2ccc(F)cc2F)C[C@@H]2CC[C@H]1N2C(=O)N1CCC(O)(c2ccc(Cl)cc2)CC1 | -3% | -1%[57.1 µM] | 15% | 21% | 1% | -1% | 1% | 5 | -29%
CN(C)CC#CCOCCOCCC#N | 5% | -7% | 10% | -3% | 2% | -1% | -7% | 6 | -9%
C[N+]12CCC(CC1)C(=C(c1ccccc1)c1ccccc1)C2 | -1% | -3% | 12% | -6% | 3% | 4% | 8% | -2 | -5%
COc1cc(CC(=O)N2C[C@H]3C[C@@H](C2)c2cccc(=O)n2C3)cc(OC)c1OC | 9% | 1% | 43%[activator] | 5% | -1% | i | -6% | 0 | -21%
CCOC(=O)c1ccccc1N | 10% | 21%[57.1 µM] | 17% | 12%[57.1 µM] | -1% | -5% | 1% | 1 | -9%
Cc1cccc(NP(C)(=O)c2nc3c(s2)CCCC3)c1 (stereo not drawn) | -1% | 1% | 40%[activator] | 20% | -3% | -10% | -11% | -6 | -22%
O=C(c1ccc2c3c(cccc13)CC2)C1CCCN(CC2CC2)C1 (stereo not drawn) | 6% | 71% | 21% | 24%[57.1 µM] | -5% | i | 0% | 2 | -10%
COc1cccc(CNCCc2ccccc2)c1OC | -13% | 10%[57.1 µM] | 8% | 18%[57.1 µM] | -2% | i | 17% | 1 | -10%
COc1ccc(C(CNC(=O)CCc2ccsc2)N(C)C)cc1 (stereo not drawn) | -6% | 5% | 18% | 12% | 0% | 6% | -9% | -7 | -18%
C/C(=C/C=C/[C@@H](C)C(=O)O)[C@H]1CN[C@H](C(=O)O)[C@H]1CC(=O)O | 7% | 7%[57.1 µM] | 21% | ? | ? | 3% | 6% | 1 | -10%
CC(C)(C)NC(=S)N1Cc2ccccc2-n2nncc2C1 | -5% | / | / | / | / | 1% | 8% | -1 | 5%
CC(=O)N1CN2CN(C1)CN(C(C)=O)C2 | 0% | 4% | 13% | 13% | -10% | 6% | 17% | 2 | -3%
Cc1ccc(N2CCN(CCc3ccccc3)CC2)cc1 | -1% | 4% | -14% | 18% | 10% | 6% | 32%[activator] | -2 | -24%
CC(=O)Nc1ccc(C(=O)OCC(=O)Nc2ccc(Cl)cc2C(=O)c2ccccc2)cc1 | ? | -6% | 7% | 2% | 57%[activator] | -2% | 10% | 5 | -8%
CCOc1ccccc1OCCCCN1CCCC1 | 1% | 2% | ? | 7% | 1% | -1% | -10% | 4 | -14%
O=P(Nc1cccnc1)(Oc1ccccc1)Oc1ccccc1 | -4% | -11% | 27% | -8% | 2% | -8% | 16% | -1 | -16%
O=C(O)c1nonc1-c1nonc1C(=O)O | 0% | 7%[57.1 µM] | 21% | 20% | -7% | / | 16% | -13 | -13%
Cc1cccc(-n2c(CN3C(=O)c4ccccc4C3=O)nc3ccccc3c2=O)n1 | 8% | -9% | 20% | -13% | 2% | i | 7% | 6 | -5%
CCOC(=O)C1CN(C)CCC1=O (stereo not drawn) | 2% | 2%[57.1 µM] | 39%[activator] | -14% | -14% | 0% | 22% | -4 | -14%
NS(=O)(=O)c1ccc(N=Cc2c(O)n(-c3ccccc3)c(=O)[nH]c2=O)cc1 | -8% | -14%[57.1 µM] | 23% | -23%[57.1 µM] | 21% | 1% | 0% | -2 | -22%
The list continues.
SMILES | mIDH1 inhibitor | TrxR1 substrate | HP1b binding inh | rTrxR1 inhibitor | Pin1 inh | PGK inhibitor | GLS inhibitor | PI4K2A inh | USP1-UAF1 inh
CN1CCN(C(=O)COc2ccc3ccccc3c2Br)CC1 | 6% | -1% | 16% | 15% | 2% | i | 4% | 2 | -7%
O=c1[nH]c(=S)n(C2CCCCC2)c(O)c1C=NCCN1CCOCC1 | -1% | -8% | 45%[activator] | -5% | 0% | 11% | 5% | -7 | -14%
CC(=O)N1CCN(c2ccc([N+](=O)[O-])cc2C=C2C(=O)NC(=O)NC2=O)CC1 | 5% | -18% | 39% | -27% | 3% | -8% | 8% | -2 | -5%
CCC(C)n1c(O)c(C=NCCN2CCOCC2)c(=O)[nH]c1=S (stereo not drawn) | 3% | -24%[57.1 µM] | 42%[activator] | -4%[57.1 µM] | 2% | i | -16% | -1 | -6%
O=P(NS(=O)(=O)c1ccccc1)(Oc1ccccc1)Oc1ccccc1 | -5% | -3% | 25% | -4% | -14% | -3% | 41%[activator] | -2 | -2%
CCCCOc1nc2ccccc2c(=O)n1-c1ccccc1 | 2% | 5% | 83%[activator] | 13% | -9% | -13% | -2% | 2 | -20%
Cc1ccccc1-n1c(O)c(C=NCCN2CCOCC2)c(=O)[nH]c1=O | 13% | -8% | 40%[activator] | -21% | 2% | 1% | 7% | 4 | -1%
Cc1ccsc1C(=O)C1CCCN(Cc2ccccc2O)C1 (stereo not drawn) | 2% | -1%[57.1 µM] | 48%[activator] | 7%[57.1 µM] | -3% | i | -2% | 1 | -12%
N#CC(Br)Br | -9% | -5% | 41%[activator] | ? | -5% | -18% | -10% | -2 | -21%
Cn1c(O)c(/C=C/C=Nc2ccccc2)c(=O)n(C)c1=O | 2% | -11% | 41%[activator] | -1% | ? | 0% | 2% | 3 | -20%
CC(Cc1ccccc1)NCc1ccccc1O (stereo not drawn) | -2% | 7%[57.1 µM] | 1% | 24%[57.1 µM] | -2% | -4% | 31%[activator] | 1 | -9%
CCCC1(CC(C)CC)C(=O)NC(=O)NC1=O (stereo not drawn) | -5% | / | / | / | / | -6% | 0% | -1 | -32%
Cc1cc(C)cc(N2C(=O)NC(=O)/C(=C\c3cccn3-c3ccc(Cl)cc3)C2=O)c1 | 4% | -10% | 16% | ? | 26% | -3% | 8% | -50* | -18%
C=CCn1c(O)c(C(C)=Nc2ccc(N(C)C)cc2)c(=O)[nH]c1=O | 23% | -11% | 0% | -12% | 1% | -12% | 5% | 0 | -9%
O=[N+]([O-])/C=C1/NCCN1Cc1ccc(Cl)nc1 | 9% | -3% | 17% | 10% | 3% | -5% | -13% | 1 | -1%
CN(C)c1ccc(C2CC(c3c(O)n(C4CCCCC4)c(=O)[nH]c3=O)=Nc3ccccc3S2)cc1 (stereo not drawn) | / | 2% | 13% | 13% | -1% | / | -1% | -4 | ?
Cc1nc2ccc(NC(=O)c3ccc(Cl)s3)cc2s1 | 4% | 13% | 63%[activator] | 25% | -3% | -9% | -2% | -8 | -21%
Cc1ccc2c(c1Cl)NC(C(=O)O)C1CC(Sc3ccccc3[N+](=O)[O-])C(Cl)C21 (stereo not drawn) | -14% | 6%[57.1 µM] | ? | ? | ? | -16% | -26% | 3 | -23%
C[n+]1c(-c2ccccc2)c2cc(N)ccc2c2ccc(N)cc21 | 15% | -1% | -21% | 40%[activator] | ? | -2% | -8% | -20 | ?
Cn1c(=O)c2c(ncn2CCCl)n(C)c1=O | -5% | 5%[57.1 µM] | 32% | 18%[57.1 µM] | -3% | 1% | -1% | 2 | -19%
CCCCn1c(O)c(C(C)=NCc2cccnc2)c(=O)[nH]c1=O | 2% | 6%[57.1 µM] | 19% | 13%[57.1 µM] | 1% | i | 1% | 0 | -8%
CN(C)c1cc[n+](CC(O)C[n+]2ccc(N(C)C)cc2)cc1 | -23% | -3% | 20% | 6%[57.1 µM] | -2% | 1% | -3% | 2 | -14%
CC1([N+](=O)[O-])COP(=O)(Nc2cccc(F)c2)OC1 (stereo not drawn) | 0% | 11%[57.1 µM] | 35%[activator] | 5%[11.4 µM] | -5% | i | 1% | 1 | -8%
COC(=O)C1=C(c2ccc(C(C)=O)cc2)C[C@@H]2CC[C@H]1N2C(=O)N1CCC(O)(c2ccc(Cl)cc2)CC1 | -12% | 7%[57.1 µM] | 22% | 7%[57.1 µM] | ? | 3% | 6% | 2 | 11%
Clc1cccc(Cl)c1Cl | 2% | -5% | 18% | -16% | 1% | -7% | -1% | 1 | -3%

Screening data deposited in PubChem by National Center for Advancing Translational Sciences (NCATS).
